Screening results from PubChem BioAssay.
CHT allo act: allosterically activates the human high affinity choline transporter | Q9GZV3 | CHT-expressing cells, membrane potential dye, choline EC20; hits give high values; LV-AA mutant CHT in HEK293 cells | B-score at 10 µM | 310,000 compounds, 0.49% hits;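 active means initial fluorescence not abnormally high and integrated response B-score, plate-corrected, over 3 SD above library mean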
Target sequence (Q9GZV3 whole entry, looked up): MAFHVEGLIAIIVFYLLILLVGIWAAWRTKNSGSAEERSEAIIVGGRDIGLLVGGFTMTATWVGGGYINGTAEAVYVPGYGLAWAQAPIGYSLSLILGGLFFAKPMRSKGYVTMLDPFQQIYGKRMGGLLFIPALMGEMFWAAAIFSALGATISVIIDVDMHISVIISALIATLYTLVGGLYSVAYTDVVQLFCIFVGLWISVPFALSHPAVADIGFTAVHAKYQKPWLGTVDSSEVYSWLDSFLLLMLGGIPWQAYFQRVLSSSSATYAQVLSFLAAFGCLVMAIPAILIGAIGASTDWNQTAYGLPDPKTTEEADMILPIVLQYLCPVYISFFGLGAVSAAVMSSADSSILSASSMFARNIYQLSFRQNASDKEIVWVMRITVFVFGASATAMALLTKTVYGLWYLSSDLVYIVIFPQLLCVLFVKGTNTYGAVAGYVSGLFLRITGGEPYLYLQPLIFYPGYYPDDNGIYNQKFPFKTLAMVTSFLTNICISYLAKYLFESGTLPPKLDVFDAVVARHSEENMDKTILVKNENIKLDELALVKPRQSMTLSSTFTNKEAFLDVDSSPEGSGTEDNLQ
OX1R antag-1: human HCRTR1 antagonism; 330,000 compounds, 0.43% hits; O43613; AID 434989; inhibition, % at 5 µM; CHO/OX1R cells, Fluo-8 calcium fluorescence, orexin A;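 active means inhibition above its plate's threshold, mean inhibition of all tested compounds on the plate plus 3 SD, cut at about 37% in these data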;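 further: 0% = orexin A challenge wells and 100% = SB-334867-A antagonist wells; not every result past the cut was called active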
Target sequence (O43613 whole entry, looked up): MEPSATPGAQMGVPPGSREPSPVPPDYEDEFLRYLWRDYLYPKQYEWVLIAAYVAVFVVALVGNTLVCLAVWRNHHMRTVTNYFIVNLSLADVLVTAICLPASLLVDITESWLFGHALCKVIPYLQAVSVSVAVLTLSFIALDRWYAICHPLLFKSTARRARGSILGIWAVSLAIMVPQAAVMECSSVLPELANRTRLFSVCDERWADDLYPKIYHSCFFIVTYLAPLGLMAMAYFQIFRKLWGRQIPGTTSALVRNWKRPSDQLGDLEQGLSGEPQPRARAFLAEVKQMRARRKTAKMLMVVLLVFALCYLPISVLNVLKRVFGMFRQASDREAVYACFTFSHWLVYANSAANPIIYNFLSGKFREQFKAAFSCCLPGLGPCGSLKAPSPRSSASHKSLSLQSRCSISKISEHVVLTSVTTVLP
OX1R antag-2: blocks the human orexin 1 receptor. AID 485270. inhibition, % at 6.6 µM. 330,000 compounds, 1.8% hits. OX1R-expressing cells, FRET antagonist read-out; in the data active means inhibition mostly above about 38%, no sharp cut-off; inactive means mostly below about 40%;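 further: 0% = agonist challenge alone and 100% = reference antagonist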
An asterisk follows results filed as active; i = inactive; / = not tested or not shown.

[1] CCOc1cc(N2CCOCC2)c(OCC)cc1NC(=O)Cc1ccccc1OC
[2] CSCc1cc(N(C)c2ccccc2)nc(-c2ccccc2)n1
[3] CCC(=O)NC(=S)Nc1ccc(NC(=O)c2ccc([N+](=O)[O-])cc2Cl)cc1
[4] CCOCCCNC(=O)CN1CCN(Cc2ccc(Cl)cc2)C1=O
[5] COc1ccc(C2C(=O)c3ccccc3C2=O)cc1OC
[6] O=C(O)c1cccc(S(=O)(=O)N2CCCC(c3nc4c(nnn4Cc4ccccc4Cl)c(=O)[nH]3)C2)c1 (stereo unspecified)

compound no.	1	2	3	4	5	6
CHT allo act	i	i	i	i	i	i
OX1R antag-1	-22	-11	-16	-26	-3	4
OX1R antag-2	29	-13	17	6	7	9

[7] CCC(C)N1CCN(C(=O)C2CCN(S(=O)(=O)c3c(C)noc3/C=C/c3ccco3)CC2)CC1 (stereo unspecified)
[8] Cc1nn(Cc2cccc(C(=O)Nc3ccn(Cc4ccccc4)n3)c2)c(C)c1[N+](=O)[O-]
[9] CCCCn1c(-c2cccs2)nc2oc3ccccc3c(=O)c2c1=O
[10] Cc1ccccc1NC(=O)CSc1nnc(-c2ccco2)n1N
[11] O=C(COc1ccc(Cl)cc1)Nc1nc(-c2cccs2)cs1
[12] Cn1nccc1C(=O)N1CCCC(Nc2ccc(F)cc2)C1 (stereo unspecified)

compound no.	7	8	9	10	11	12
CHT allo act	i	i	i	i	i	i
OX1R antag-1	-26	18	-5	-27	-6	-10
OX1R antag-2	20	36	1	20	42	7

Down the list, as entered above:
Entries 9 to 12 in CHT allo act: i, i, i, i

Additional records:
[13] COc1ccccc1-c1ccc(SCC(=O)NCCc2ccccc2)nn1
[14] O=C(Nc1ccc(N2CCN(C(=O)c3ccccc3)CC2)c(Cl)c1)c1ncn[nH]1
[15] COc1ccc(NS(=O)(=O)c2ccc(NC(=O)c3ccc(Br)cc3)cc2)nn1
[16] Cc1ccc(NC(=O)C2CCC(=O)N2C(=O)OCc2ccccc2)cc1 (stereo unspecified)
[17] O=C(COC(=O)/C=C/c1ccc(OC(F)F)cc1)NC1CCCC1
[18] COCC(=O)Nc1ccc(OCc2ccccc2)cc1

compound no.	13	14	15	16	17	18
CHT allo act	i	i	i	i	/	i
OX1R antag-1	-25	-14	-12	-9	12	1
OX1R antag-2	25	8	12	10	6	-6

[19] COc1ccc(Cl)cc1NC(=O)CN(C)C(=O)COc1ccccc1F
[20] N#C/C(=N\Nc1cccc(F)c1)C(=N)N1CCCCCC1
[21] O=C(NCC1CCCO1)c1nc2c(nnn2Cc2ccccc2Cl)c(=O)[nH]1 (stereo unspecified)
[22] CCNC(=O)COC(=O)c1cc(C)nc2ccccc12
[23] O=C(O)C1CC=CCC1C(=O)Nc1ccc2c(c1)CCC2 (stereo unspecified)
[24] CCn1c(CNC(=O)c2ccco2)nnc1SCC(=O)Nc1ccccc1Cl

compound no.	19	20	21	22	23	24
CHT allo act	i	i	i	i	i	i
OX1R antag-1	-19	-21	-21	-9	12	-19
OX1R antag-2	4	35	17	12	0	15

[25] CCN(C(=O)CN(C)Cc1c(F)cccc1Cl)c1c(N)n(Cc2ccccc2)c(=O)[nH]c1=O
[26] COc1ccc(S(=O)(=O)/N=C2/C=CC(=O)C(C)=C2C)cc1
[27] O=C1c2ccccc2S(=O)(=O)N1CCOc1ccc(F)cc1
[28] Cc1oc(-c2ccc(F)cc2)cc1-c1nn2c(-c3ccoc3C)nnc2s1
[29] Cc1ccc(C)c(S(=O)(=O)NCc2ccc(C(=O)N3CCCCC3C)cc2)c1 (stereo unspecified)
[30] CCCCOc1ccc(C(=O)OCC(=O)Nc2cc(C)c(C)cc2[N+](=O)[O-])cc1

compound no.	25	26	27	28	29	30
CHT allo act	i	i	i	i	i	i
OX1R antag-1	-15	-27	-18	-12	-23	-5
OX1R antag-2	3	3	11	6	5	2

[31] CCOC(=O)c1sc2nccc(OC)c2c1N=CN(C)C
[32] CC(=O)Cn1nnc(-c2ccc(C(F)(F)F)cc2)n1
[33] CN(C)Cc1c(C(=O)N/N=C/c2ccncc2)nnn1-c1nonc1N
[34] Cc1ccc(C)c(OCC(=O)OCC(=O)Nc2c(C)nn(-c3ccccc3)c2C)c1
[35] O=C(Nc1cc(=O)[nH]c2ncnn12)c1ccccc1F
[36] COc1cc2c(cc1OC)C(c1cc([N+](=O)[O-])ccc1O)NCC2 (stereo unspecified)

compound no.	31	32	33	34	35	36
CHT allo act	6.6*	i	i	i	i	i
OX1R antag-1	-5	-13	3	-30	10	2
OX1R antag-2	10	11	-7	6	18	27

[37] O=C(NCCc1c[nH]c2ccccc12)c1ccc2nc[nH]c2c1
[38] COc1ccc2sc(-c3ccc(N(C)C)cc3)c(C#CC(C)(C)O)c2c1
[39] Cc1cccc(NC(=S)N/N=C/C(C)c2ccccc2)c1C (stereo unspecified)
[40] Cc1ccc(-c2ccc(S(=O)(=O)N3CCCC3)cc2)cc1
[41] Cc1nn(-c2ccccc2)c(Cl)c1C(=O)OCC(=O)N(C)c1c(N)n(Cc2ccccc2)c(=O)[nH]c1=O
[42] CCSc1nc2ccccc2c(=O)n1CCc1ccc(OC)c(OC)c1

compound no.	37	38	39	40	41	42
CHT allo act	i	/	i	i	i	i
OX1R antag-1	-7	-4	-22	-16	-30	-30
OX1R antag-2	11	20	24	9	17	16

[43] COc1ccccc1N(C)S(=O)(=O)c1ccc(C(=O)Nc2cc(F)ccc2C)cc1
[44] Fc1ccc2cc(-c3cccnc3)ncc2c1
[45] CCN(C(=O)COC(=O)C1CCN(S(=O)(=O)c2c(Cl)cccc2Cl)CC1)C1CCCCC1
[46] Cc1cccc(CCNC(=O)C2CCC(CNc3c(N4CCCC4)c(=O)c3=O)CC2)c1 (stereo unspecified)
[47] Oc1[nH]c2c(Cl)cc(Cl)cc2c1N=NC(=S)NCC1CCCO1 (stereo unspecified)
[48] COc1ccc(NC(=O)Nc2c(SC)nsc2SC)cc1

compound no.	43	44	45	46	47	48
CHT allo act	/	/	i	i	i	i
OX1R antag-1	-17	-8	-26	-1	5	-13
OX1R antag-2	11	18	3	11	42	19

Full records, quoted from the list. Screens in order: CHT allo act	OX1R antag-1	OX1R antag-2
Cc1cccc(CCNC(=O)C2CCC(CNc3c(N4CCCC4)c(=O)c3=O)CC2)c1 (stereo unspecified) is listed with i	-1	11
COc1ccccc1N(C)S(=O)(=O)c1ccc(C(=O)Nc2cc(F)ccc2C)cc1 is listed with /	-17	11

Further results follow.
[49] CN(C)C(=O)c1ccccc1NC(=O)Cc1cccc2ccccc12
[50] Cc1cc(/C(N)=N/OC(=O)Nc2ccccc2)no1
[51] CCCCNC(=O)CN1C(=O)NC2(CCOc3ccccc32)C1=O (stereo unspecified)
[52] CN(C)C(=O)CCc1nc2sc3c(c2c(=O)[nH]1)CCCC3
[53] CCC(C)N(C(=O)CCC(=O)Nc1cc(C)on1)C(C(=O)NC(C)(C)C)c1ccccc1Cl (stereo unspecified)
[54] Cc1cnc(=O)[nH]c1SCC(=O)c1ccc(F)cc1

compound no.	49	50	51	52	53	54
CHT allo act	i	i	i	i	i	i
OX1R antag-1	-3	-22	-13	-33	-22	4
OX1R antag-2	10	2	20	3	15	12

[55] CC1CCN(C(=O)COC(=O)CCC(=O)c2ccc(Cl)cc2)CC1
[56] COc1cccc(CN2CCN(Cc3[nH]c4ccccc4c3C)CC2CCO)c1 (stereo unspecified)
[57] NC(=O)COC(=O)CC12CC3CC(CC(Br)(C3)C1)C2
[58] Cc1cc(C)c(S(=O)(=O)c2ccccc2F)c(=O)[nH]1
[59] CCc1ccc(OCCn2ccnc2)cc1
[60] COc1cc(C(=O)NCC(=O)N/N=C/c2ccco2)cc(OC)c1OC

compound no.	55	56	57	58	59	60
CHT allo act	/	i	i	i	i	i
OX1R antag-1	2	-15	-3	-14	6	-13
OX1R antag-2	10	21	4	11	6	7

[61] CCCC(=O)Nc1cccc(NC(=O)c2ccc([N+](=O)[O-])cc2Cl)c1
[62] CC1CCN(Cc2nc(Cl)c3c4c(sc3n2)CCC4)CC1
[63] COc1ccc(-c2nnn(Cc3ccccc3)n2)cc1
[64] CC(=O)Nc1ccc(NC(=O)CSc2nc3ccccc3o2)cc1
[65] CCCCc1ccc(NC(=O)N2CCN(c3cc(C)nc4ccccc34)CC2)c(C)c1
[66] O=C(Nc1ccc2oc(-c3ccccc3Cl)nc2c1)c1ncn[nH]1

compound no.	61	62	63	64	65	66
CHT allo act	i	i	i	i	i	i
OX1R antag-1	-23	-41	-10	5	-18	25
OX1R antag-2	62*	11	2	0	-6	-1

[67] COc1ccc([C@H]2CC(=O)C=C(c3cc(C(F)(F)F)cc(C(F)(F)F)c3)C2)cc1
[68] O=C(Nc1ccc(C2CCCCC2)cc1)C1CCCN(c2ncccn2)C1 (stereo unspecified)
[69] O=C(Cc1c(O)c2ccccc2oc1=O)c1ccc(F)cc1
[70] CCOC(=O)N1CCN(C(=O)Cn2cc3c(n2)CCCC3)CC1
[71] CCOc1ccc(CNCCc2ccc(S(N)(=O)=O)cc2)cc1
[72] CCOC(=O)CSc1nc(C)c(C(C)=O)cc1C(N)=O

compound no.	67	68	69	70	71	72
CHT allo act	/	i	/	i	i	i
OX1R antag-1	-35	-5	-4	-7	-17	-15
OX1R antag-2	8	5	1	21	8	12

[73] Cc1nc(-c2ccc(S(=O)(=O)NCC3CCN(C(=O)OC(C)(C)C)CC3)s2)cs1
[74] Cc1cc(C)c(-c2csc(NC(=O)/C=C/c3cccs3)n2)c(C)c1
[75] O=C(NNC(=O)c1ccccc1O)c1ccc(S(=O)(=O)Nc2ccccc2F)cc1
[76] Cc1cc(NC(=O)Cn2nnc3sc4c(c3c2=O)CCCC4)no1
[77] Cc1cc(NC(=O)Nc2ccc(F)cc2)no1
[78] COc1ccc(CCNC(=O)CSc2nnc(NC(C)=O)s2)cc1OC

compound no.	73	74	75	76	77	78
CHT allo act	i	i	i	i	i	i
OX1R antag-1	-9	-26	-17	-31	-26	-6
OX1R antag-2	5	25	18	10	12	-3

[79] CN(C)C1=NC[C@H](Cc2ccccc2)N1CC1CCCCC1
[80] COC(=O)c1cc(S(=O)(=O)N2CCC(c3ccccc3)C2)c[nH]1 (stereo unspecified)
[81] CCC(OC(=O)CCc1nc2ccccc2[nH]c1=O)C(=O)c1ccccc1 (stereo unspecified)
[82] C/C=C\C=C/C(=O)Nc1cccc(C2=NOC3(C2)C[C@H](C(N)=O)N(C(=O)CC)C3)c1 (stereo partly specified)
[83] CC(C(=O)Nc1c2c(cc3c1CCC3)CCC2)N1CCCC1 (stereo unspecified)
[84] COc1ccc(NC(=O)c2cnc(C)cn2)cc1-n1cnnn1
[85] COC(C(=O)NC(C(C)C)C(C)C)c1ccccc1 (stereo unspecified)
[86] CC(=O)N1CCc2cc(S(=O)(=O)NC(C(=O)Nc3ccc4c(c3)OCCO4)C(C)C)ccc21 (stereo unspecified)
[87] COc1ccc(OC)c(/C=N/NC(=O)c2cc(-c3ccc(C)o3)nc3ccccc23)c1

compound no.	79	80	81	82	83	84	85	86	87
CHT allo act	i	i	i	i	i	i	i	i	i
OX1R antag-1	-14	-4	-12	3	-14	-3	-18	-13	-5
OX1R antag-2	23	10	13	23	11	3	5	9	22

Compounds listed so far with a Cl atom, in the order listed:
[3] CCC(=O)NC(=S)Nc1ccc(NC(=O)c2ccc([N+](=O)[O-])cc2Cl)cc1
[4] CCOCCCNC(=O)CN1CCN(Cc2ccc(Cl)cc2)C1=O
[6] O=C(O)c1cccc(S(=O)(=O)N2CCCC(c3nc4c(nnn4Cc4ccccc4Cl)c(=O)[nH]3)C2)c1 (stereo unspecified)
[11] O=C(COc1ccc(Cl)cc1)Nc1nc(-c2cccs2)cs1
[14] O=C(Nc1ccc(N2CCN(C(=O)c3ccccc3)CC2)c(Cl)c1)c1ncn[nH]1
[19] COc1ccc(Cl)cc1NC(=O)CN(C)C(=O)COc1ccccc1F
[21] O=C(NCC1CCCO1)c1nc2c(nnn2Cc2ccccc2Cl)c(=O)[nH]1 (stereo unspecified)
[24] CCn1c(CNC(=O)c2ccco2)nnc1SCC(=O)Nc1ccccc1Cl

compound no.	3	4	6	11	14	19	21	24
CHT allo act	i	i	i	i	i	i	i	i
OX1R antag-1	-16	-26	4	-6	-14	-19	-21	-19
OX1R antag-2	17	6	9	42	8	4	17	15

[25] CCN(C(=O)CN(C)Cc1c(F)cccc1Cl)c1c(N)n(Cc2ccccc2)c(=O)[nH]c1=O
[41] Cc1nn(-c2ccccc2)c(Cl)c1C(=O)OCC(=O)N(C)c1c(N)n(Cc2ccccc2)c(=O)[nH]c1=O
[45] CCN(C(=O)COC(=O)C1CCN(S(=O)(=O)c2c(Cl)cccc2Cl)CC1)C1CCCCC1
[47] Oc1[nH]c2c(Cl)cc(Cl)cc2c1N=NC(=S)NCC1CCCO1 (stereo unspecified)
[53] CCC(C)N(C(=O)CCC(=O)Nc1cc(C)on1)C(C(=O)NC(C)(C)C)c1ccccc1Cl (stereo unspecified)
[55] CC1CCN(C(=O)COC(=O)CCC(=O)c2ccc(Cl)cc2)CC1
[61] CCCC(=O)Nc1cccc(NC(=O)c2ccc([N+](=O)[O-])cc2Cl)c1
[62] CC1CCN(Cc2nc(Cl)c3c4c(sc3n2)CCC4)CC1

compound no.	25	41	45	47	53	55	61	62
CHT allo act	i	i	i	i	i	/	i	i
OX1R antag-1	-15	-30	-26	5	-22	2	-23	-41
OX1R antag-2	3	17	3	42	15	10	62*	11

[66] O=C(Nc1ccc2oc(-c3ccccc3Cl)nc2c1)c1ncn[nH]1

compound no.	66
CHT allo act	i
OX1R antag-1	25
OX1R antag-2	-1
